mut p53 react: mutant p53 pathway reactivation | activation, % at 9.98 µM | AID 624151 | hit rate 1.5% among 28,000 | SW480 PUMA-promoter luciferase; in the data active = activation above about 52%
STK33 kin inh: inhibitors of human STK33 kinase; Q9BYT3; ADP-Glo luminescence, MBP substrate; inhibition, % at 12.5 µM; hit rate 0.44% among 27,000; AID 2322; in the data active = inhibition above about 20%
Target sequence (Q9BYT3 whole entry, looked up): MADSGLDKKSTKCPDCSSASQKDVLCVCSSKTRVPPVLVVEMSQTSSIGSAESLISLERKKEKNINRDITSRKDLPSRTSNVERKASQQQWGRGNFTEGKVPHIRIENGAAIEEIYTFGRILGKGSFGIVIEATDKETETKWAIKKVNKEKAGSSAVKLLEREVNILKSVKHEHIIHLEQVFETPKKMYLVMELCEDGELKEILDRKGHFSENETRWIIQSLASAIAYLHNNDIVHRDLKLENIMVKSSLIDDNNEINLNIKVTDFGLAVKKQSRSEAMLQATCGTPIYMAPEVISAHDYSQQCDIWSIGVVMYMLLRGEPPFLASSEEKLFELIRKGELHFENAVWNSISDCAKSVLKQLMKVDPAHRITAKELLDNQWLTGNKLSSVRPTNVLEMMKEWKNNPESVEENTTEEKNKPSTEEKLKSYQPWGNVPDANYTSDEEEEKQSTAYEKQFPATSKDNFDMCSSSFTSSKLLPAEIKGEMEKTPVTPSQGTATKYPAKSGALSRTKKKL
The depositor's hits bear a star; x = not tested or not shown; & = joins results of further samples.

No.	smiles	mut p53 react	STK33 kin inh
1	N#Cc1c(Cl)cccc1Cl	x	2
2	Cc1c(C(=O)c2cccc3ccccc23)c2cccc3c2n1[C@@H](CN1CCOCC1)CO3	-9	x
3	C[C@@H]1O[C@@H](O[C@@H]2C=C3CCC4C(CC[C@]5(C)[C@@H](c6ccc(=O)oc6)CC[C@]45O)[C@@]3(C)CC2)[C@H](O)[C@H](O)[C@H]1O (stereo not given in full)	-79	-1
4	Cc1ccc(N2C(=O)NC(=O)C(CCc3ccccn3)(Cc3cccs3)C2=O)cc1 (stereo not given)	-1	-1
5	NC(=O)CS(=O)C(c1ccccc1)c1ccccc1 (stereo not given)	x	-3
6	CC(C)(O)c1cc(O)c2c(c1)CCC1C(C)(C(=O)O)CCCC21C (stereo not given)	16	-5
7	CC1=CC2/C=C(\C)CCC(O)C(O)/C=C/C(=O)C23C(=O)NC(CC(C)C)C3C1C (stereo not given)	x	0
8	O=C(O)c1nn(Cc2ccc(Cl)cc2Cl)c2ccccc12	8	x
9	C[C@]12CC[C@H](O)C[C@H]1CCC1C2CC[C@]2(C)[C@@H](C3=CC(=O)OC3)[C@@H](O)C[C@]12O (stereo not given in full)	x	1
10	C[C@H]1CN([C@@H](C)CO)C(=O)CCCn2nncc2CO[C@H]1CN(C)C(=O)Oc1ccccc1	x	-10
11	COc1ccc2c(c1)[C@]13CCCC[C@@H]1[C@H](C2)N(C)CC3	4	1
12	COc1nc(NC(C)C)nc(NC(C)C)n1	x	0
13	CN(C)CCN(C)CCc1ccc(Cl)c(Cl)c1	-8	x
14	CC1=NN=C(c2ccc(N)cc2)c2cc3c(cc2C1)OCO3	12	x
15	Cn1c(=O)c2c(ncn2CCCl)n(C)c1=O	x	5
16	CO[C@H]1C[C@H](OC2CCC3(C)C4CCC5(C)C(C6=CC(=O)OC6)CC(OC(C)=O)C5(O)C4CC[C@H]3C2)O[C@@H](C)[C@@H]1O (stereo not given in full)	-92	-2
17	CCCCC/C=C\C/C=C\C/C=C\C/C=C\CCCC(=O)NCC(=O)O	-6	-1
18	CC(C)n1cnc2c(C(=O)N[C@H]3CN4CCC3CC4)cc(Cl)cc21	-5	x
19	CCOC(=O)c1c(NC(=O)C2C(C)(C)C2(C)C)sc2c1CCC2	x	1
20	C[C@@H]1CN(C2CCC(C#N)(c3ccc(F)cc3)CC2)CC[C@]1(C(=O)O)c1ccccc1 (stereo not given in full)	x	2

Pulled by compound from the list above:
No.	smiles	mut p53 react	STK33 kin inh
18	CC(C)n1cnc2c(C(=O)N[C@H]3CN4CCC3CC4)cc(Cl)cc21	-5	x
6	CC(C)(O)c1cc(O)c2c(c1)CCC1C(C)(C(=O)O)CCCC21C (stereo not given)	16	-5
10	C[C@H]1CN([C@@H](C)CO)C(=O)CCCn2nncc2CO[C@H]1CN(C)C(=O)Oc1ccccc1	x	-10

(more compounds)
No.	smiles	mut p53 react	STK33 kin inh
21	CCOC(=O)c1cc(C(C)(C)C)nc(OC(=O)N(C)C)c1C#N	x	-2
22	CC[C@@]1(O)C(=O)OCc2c1cc1n(c2=O)-c2cc3ccccc3nc2C1	x	2
23	N#CC(C#N)=NNc1ccc(OC(F)(F)F)cc1	x	5
24	O=[N+]([O-])c1c(NCCO)ccc2nonc12	8	6
25	C=C1[C@@H](O)[C@]23C[C@@H]1[C@@H](O)C[C@H]2[C@@]12C4[C@@H]3C[C@@H]1[C@@](C)(CC[C@@H]2O)CN4CC	-11	x
26	FC(F)(F)c1cccc(C2=CCN(CCc3ccc4ccccc4c3)CC2)c1	9	x
27	COc1ccc(OC(=O)N(C)C[C@H]2OCc3cnnn3CCCC(=O)N([C@@H](C)CO)C[C@H]2C)cc1	x	-2
28	O=c1c2ccccc2nc(CSc2ncnc3nc[nH]c23)n1-c1ccccc1Cl	-14	-4
29	CC1=CC[C@@H]2[C@@H](C1)c1c(O)cc(CC#CCCCNS(C)(=O)=O)cc1OC2(C)C	-4	x
30	Oc1cc2c(cc1O)C1c3ccccc3CNC1CC2 (stereo not given)	-3	x
31	C/C=C1/CN2C3Cc4c([nH]c5ccc(O)cc45)C2(O)CC1C3CO (stereo not given)	-8	4
32	CCCCC/C=C/C/C=C/C/C=C/C/C=C/CCCC(=O)Nc1ccc(O)cc1	-20	x
33	COC(=O)CN1CN(c2ccccc2)C2(CCN(Cc3ccc4ccccc4c3)CC2)C1=O	-10	x
34	Cc1ccc(OC(=O)N(C)C[C@@H]2OCc3cnnn3CCCC(=O)N([C@H](C)CO)C[C@H]2C)cc1	5	2
35	COC(=O)[C@@]12C(=O)C(C)C(=O)[C@]1(C)C(C)=C[C@H]1[C@]3(C)CC[C@H](OC(C)=O)C(C)(C)[C@H]3CC[C@@]12C (stereo not given in full)	x	-3
36	Cc1cc(C(F)F)n2nc(C(=O)Nc3ccc4c(C(F)(F)F)cc(=O)oc4c3)nc2n1	27	2
37	CC(=O)[C@H]1CC[C@H]2[C@@H]3CC[C@H]4C[C@H](O)CC[C@]4(C)[C@H]3C(=O)C[C@]12C	2	x
38	CC12CC[C@H]3C(CCC4(O)CC(O)CCC34O)C1(O)CCC2C1=CC(=O)OC1 (stereo not given in full)	-16	-1
39	CCCCc1ccc(C(=O)O)nc1	0	0
40	CCCCOC(=O)c1ccccc1C(=O)OCCCC	x	1

More entries
No.	smiles	mut p53 react	STK33 kin inh
41	COc1cc(N)c(Cl)cc1C(=O)NC1CN2CCC1CC2 (stereo not given)	9	x
42	Cc1ccc(OC(=O)N(C)C[C@H]2OCc3cnnn3CCCC(=O)N([C@H](C)CO)C[C@@H]2C)cc1	-1	-3
43	O=C1c2ccccc2-c2cccc3cccc1c23	x	76*
44	N#Cc1nn(-c2c(Cl)cc(C(F)(F)F)cc2Cl)c(N)c1S(=O)C(F)(F)F (stereo not given)	-13	-5
45	c1ccc2c(c1)OCC(C1=NCCN1)O2 (stereo not given)	x	-9
46	NCCc1ccc(O)cc1	-10	x
47	N#Cc1cc2c(nc1SCc1ccccc1Br)C1CCN2CC1	-3	x
48	CCn1cnc2c(Nc3cccc(Cl)c3)nc(N[C@@H]3CCCC[C@@H]3N)nc21	-63	62*
49	CCN1C[C@@]2(COC)C3[C@@H](OC)[C@H]4[C@@H]1[C@@]3(C1C[C@]3(O)[C@H](OC(=O)c5ccccc5)C1[C@]4(OC(C)=O)[C@@H](O)[C@H]3OC)[C@@H](OC)C[C@H]2O (stereo not given in full)	3	-1
50	COc1ccc(CC2c3cc(OC)c(OC)cc3CCN2C)cc1OC (stereo not given)	x	-1
51	FC(F)(F)c1ccc2c(c1)N(CCCN1CCN(CCCl)CC1)c1ccccc1S2	11	5
52	C[C@@H]1O[C@@H](OC2CCC3(C)C4CCC5(C)C(C6=CC(=O)OC6)CCC5(O)C4CC[C@H]3C2)[C@H](O)[C@H](O)[C@H]1O (stereo not given in full)	x	-2
53	C=C1[C@@H](C)[C@H]2[C@H](Cc3ccccc3)NC(=O)[C@]23OC(=O)/C=C\[C@H](O)CCC[C@@H](C)C/C=C/[C@H]3[C@@H]1O	-68	0
54	CC(C)[C@@]1(NC(=O)[C@@H]2C[C@@H]3c4cccc5[nH]cc(c45)C[C@H]3N(C)C2)O[C@@]2(O)[C@@H]3CCCN3C(=O)[C@H](Cc3ccccc3)N2C1=O	3	-1
55	CC1OC(n2cnc3c(N)ncnc32)C[C@H]1O (stereo not given in full)	x	4
56	CCCCC/C=C\C/C=C\C/C=C\C/C=C\CCCC(=O)NCCO	1	-6
57	COc1cc(OC)c(OC)cc1CNC(C)C(O)c1ccccc1 (stereo not given)	1	8
58	C[C@H](CO)N1C[C@H](C)[C@@H](CN(C)C(=O)Oc2ccc3ccccc3c2)OCc2cnnn2CCCC1=O	x	5
59	CCCCCc1cc(O)c2c(c1)OC(C)(C)[C@@H]1CCC(C(=O)O)=CC21 (stereo not given in full)	14	-2
60	CN1CCN(CC(=O)Nc2ccc([N+](=O)[O-])cc2C(=O)c2ccccc2)CC1	-4	5

Along the list, quoted from above:
Compounds 44 to 49 in mut p53 react, in turn: -13, x, -10, -3, -63, 3
Compounds 44 to 49 in STK33 kin inh, in turn: -5, -9, x, x, 62*, -1

(list continues)
No.	smiles	mut p53 react	STK33 kin inh
61	C[C@@H]1CN([C@H](C)CO)C(=O)CCCn2cc(nn2)CO[C@H]1CN(C)C(=O)Oc1cccc2ccccc12	x	-3
62	CC(C)(O)/C=C/C(=O)[C@](C)(O)C1[C@H](O)C[C@@]2(C)[C@@H]3CC=C4C(CC(=O)C(=O)C4(C)C)[C@]3(C)C(=O)C[C@@]12C (stereo not given in full)	-60	x
63	O=C(CCl)c1cc(Br)c(Br)s1	-4	1
64	CCCCCCCCCOc1ccc2[nH]cc(CCN)c2c1	-81	x
65	CC1CCC/C=C/C2CC(O)CC2C(O)/C=C\C(=O)O1 (stereo not given)	-89	x
66	COc1ccc(CNCc2nc3ccccc3c(=O)n2-c2ccc(F)cc2)cc1	9	1
67	COc1c(CC=C(C)C)c2c(c3oc(=O)c(-c4ccc(O)cc4)c(O)c13)C=CC(C)(C)O2	x	-3
68	CSc1ncccc1C1=N/C(=C\N(C)C)C(=O)O1	8	x
69	C=CC(C)(C)c1cc2cc3c(cc2oc1=O)O[C@H](C(C)(C)O)C3	12	-3
70	C#CCN(C)[C@H](C)Cc1ccccc1	x	-3&-1
71	c1ccc2c(c1)[I+]c1ccccc1-2	-40	-1
72	COC1CC(OC2C(C)OC(OC3C(C)OC(OC4C(C)OC(O[C@H]5CC[C@@]6(C)C(=CC[C@]7(O)C6CC(OC(=O)c6ccccc6)[C@@]6(C)[C@]7(O)CC[C@@]6(O)C(C)=O)C5)CC4OC)CC3OC)CC2OC)OC(C)C1O (stereo not given in full)	-67	-1
73	O=c1c2ccccc2nc(CNCC2CCCO2)n1-c1ccc(F)cc1 (stereo not given)	7	1
74	CC(C)(O)[C@H]1O[C@H]2CC[C@@]3(C)[C@@](O)(CC[C@H]4Cc5c([nH]c6ccccc56)[C@@]43C)C2=CC1=O	22	-9
75	CCN1CC2(COC(=O)c3ccccc3N3C(=O)CC(C)C3=O)CCC(OC)C34C5CC6C(OC)CC(O)(C5C6OC)C(O)(C(OC)C23)C14 (stereo not given)	-2	x
76	C[C@H](N)C(=O)N[C@@H](C)C(=O)N[C@@H](Cc1ccccc1)C(=O)CCl	18	0
77	C[C@@H]1CCC/C=C/[C@H]2C[C@@H](O)C[C@@H]2[C@@H](O)/C=C\C(=O)O1	x	3
78	CCCN(CCC)[C@@H]1CCc2c(OC)cccc2[C@@H]1C	11	x
79	C/C(=C/C=C/[C@@H](C)C(=O)O)[C@H]1CN[C@H](C(=O)O)[C@H]1CC(=O)O	-3	x
80	Clc1cccc(SC2CCNCC2)n1	x	0

(next part)
No.	smiles	mut p53 react	STK33 kin inh
81	OCC1OC(n2cnc3cc(Cl)c(Cl)cc32)[C@@H](O)[C@H]1O (stereo not given in full)	25	9
82	O=c1cccc2n1CC1CNC[C@H]2C1	-1	0
83	C[C@@H]1CC([C@H](O)CC2CC(=O)NC(=O)C2)C(=O)[C@@H](C)C1 (stereo not given in full)	-80	0
84	CN1CCc2cc(O)cc3c2[C@H]1Cc1ccc(O)c(O)c1-3	-10	3
85	O=C(Cc1ccc(Cl)c(Cl)c1)N1CCCCC1CN1CCCC1 (stereo not given)	-3	x
86	CN1CC(CNC(=O)OCc2ccccc2)CC2c3cccc4c3c(cn4C)CC21 (stereo not given)	-1	x
87	COc1ccc(C[C@H]2NC[C@H](O)[C@H]2OC(C)=O)cc1	x	0
88	CC(=O)O[C@H]1CC[C@@]2(C)C(=CC[C@@H]3[C@@H]2CC[C@]2(C)C(=O)CC[C@@H]32)C1	9	0
89	CC(NC(C)(C)C)C(=O)c1cccc(Cl)c1 (stereo not given)	x	4
90	CCNC(=O)[C@H]1O[C@@H](n2cnc3c(N)ncnc32)C(O)[C@H]1O (stereo not given in full)	7	3
91	C[C@@H]1CN([C@@H](C)CO)C(=O)CCCn2cc(nn2)CO[C@H]1CN(C)C(=O)Oc1ccc2ccccc2c1	21	-1
92	CCCC(C)n1[nH]c(=O)c2c1NC(=O)CSC2c1cccc([N+](=O)[O-])c1 (stereo not given)	0	-1
93	N[C@H]1C[C@@H]1c1ccccc1	10	0
94	O=C(O)c1ccc2[nH]cc(CCCCN3CC=C(c4ccccc4)CC3)c2c1	3	x
95	O=C1C=C2C=C[C@@H]3C[C@@]2(O1)[C@H]1CCCCN31	-2	3
96	CN1Cc2c(ccc3c2OCO3)[C@@H]2[C@H]1c1cc3c(cc1C[C@@H]2O)OCO3	-39	-1
97	O=C1C=C2C=C[C@@H]3CC2(O1)[C@H]1CCCCN31	-15	-2
98	C[C@@H]1CN([C@@H](C)CO)C(=O)CCCn2nncc2CO[C@H]1CN(C)C(=O)Oc1ccccc1	x	1
99	O=C1NCN(c2ccccc2)C12CCN(CC1COc3ccccc3O1)CC2 (stereo not given)	x	-3
100	C=CC/C=C\C/C=C\CCCCCCCc1cc(O)cc(O)c1	x	-6

In the list so far, these have a thiophene ring, fused or not.
No.	smiles	mut p53 react	STK33 kin inh
4	Cc1ccc(N2C(=O)NC(=O)C(CCc3ccccn3)(Cc3cccs3)C2=O)cc1 (stereo not given)	-1	-1
19	CCOC(=O)c1c(NC(=O)C2C(C)(C)C2(C)C)sc2c1CCC2	x	1
63	O=C(CCl)c1cc(Br)c(Br)s1	-4	1

(next part)
No.	smiles	mut p53 react	STK33 kin inh
101	NCC(=O)c1ccccc1	x	-7
102	CCCC(=O)O[C@@H]1[C@@H](C)[C@@]2(O)[C@@H](C=C(CO)C[C@]3(O)C(=O)C(C)=C[C@@H]23)[C@@H]2C(C)(C)[C@]12OC(=O)CCC	x	-3
103	C[C@H](CO)N1C[C@H](C)[C@@H](CN(C)C(=O)Oc2cccc3ccccc23)OCc2cn(nn2)CCCC1=O	x	-1
104	COc1cc2c(cc1O)C[C@H]1c3c(cc(O)c(OC)c3-2)CCN1C	19	-7

Screens from PubChem.

This is a subset; rates above refer to the full screens.
